From PubChem BioAssay
GLS inh = qHTS for Inhibitors of Glutaminase (GLS). 410,000 tested, 0.21% active. AID 624170, 2012. Glutaminase kidney isoform, mitochondrial (Homo sapiens), O94925. Potency, µM (titrated, usually from 45.5 µM), for inactives: top-dose activity change, negative = inhibition, actives largely listed as inhibitors. GLS enzymatic activity, qHTS titration; also: % is scaled to controls: 0 for no effect and ±100 for the full control effect
Target sequence (O94925 whole entry, looked up, canonical isoform): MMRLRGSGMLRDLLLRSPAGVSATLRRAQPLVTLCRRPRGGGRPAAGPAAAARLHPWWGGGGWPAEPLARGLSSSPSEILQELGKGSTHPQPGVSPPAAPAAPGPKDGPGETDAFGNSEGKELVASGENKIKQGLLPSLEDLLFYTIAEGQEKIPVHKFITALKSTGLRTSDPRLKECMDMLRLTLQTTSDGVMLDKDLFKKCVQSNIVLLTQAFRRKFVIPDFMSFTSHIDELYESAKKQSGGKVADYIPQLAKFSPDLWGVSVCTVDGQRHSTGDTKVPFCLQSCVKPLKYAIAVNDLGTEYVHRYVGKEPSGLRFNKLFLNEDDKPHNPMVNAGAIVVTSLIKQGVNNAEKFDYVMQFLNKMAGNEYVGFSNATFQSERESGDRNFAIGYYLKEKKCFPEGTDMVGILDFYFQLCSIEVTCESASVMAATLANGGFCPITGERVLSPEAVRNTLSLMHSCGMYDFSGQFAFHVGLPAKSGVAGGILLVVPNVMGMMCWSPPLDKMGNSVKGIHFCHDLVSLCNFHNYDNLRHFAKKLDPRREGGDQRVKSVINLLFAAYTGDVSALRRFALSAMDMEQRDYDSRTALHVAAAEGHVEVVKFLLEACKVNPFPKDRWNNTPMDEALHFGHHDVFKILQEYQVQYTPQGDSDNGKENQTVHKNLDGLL
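Enzyme dispensed in phosphate buffer (45 mM, pH 8.2, 0.02% Tween-20), compounds pinned in, then 1 mM L-glutamine solution and the glutamate oxidase–HRP–Amplex Red mix added; fluorescence read immediately and again after 30 min at room temperature.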
TrxR1 inh = qHTS Assay for Inhibitors of Mammalian Selenoprotein Thioredoxin Reductase 1 (TrxR1): qHTS; Thioredoxin reductase 1, cytoplasmic (Rattus norvegicus), O89049; recombinant rTrxR1, NADPH fluorescence consumption, selenite substrate; Potency, µM (titrated, usually from 114 µM), inactives show at the top dose activity change, negative = inhibition, most hits filed as inhibitors; 390,000 tested, 1% active; AID 588453, 2011; also: % is scaled to controls: 0 for no effect and ±100 for the full control effect; nearly all actives have a fitted effect of over 65% in size
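Rat TrxR1 (90 nM in the dispensed reagent) was pre-reduced with 400 uM NADPH for 5 min at room temperature, then incubated with compound for 15 min. After 400 uM selenite was added, NADPH fluorescence (Ex 340/Em 450 nm) was followed for 8 min.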
Pin1 inh = qHTS Assay to Find Inhibitors of Pin1; Peptidyl-prolyl cis-trans isomerase NIMA-interacting 1 (Homo sapiens), Q13526; Pin1 FP peptide displacement, HiFluor488, 10 min; Potency, µM (top dose mostly 115 µM), for inactives: at the top dose activity, negative = inhibition, hits mostly inhibitors; 390,000 tested, 0.009% active; AID 504891, 2011; active = well fitted inhibition curve with a large enough effect in the polarisation, with a control signal flat, not every such curve was filed as active; inconclusive = small, poorly fitted or top-dose-only effect, or effect the other way, or a change in a side signal; inactive = no such curve, though single readings can be large or run the other way; the % refers to the polarisation; also: % is scaled to controls: 0 for no effect and ±100 for the full control effect
Target sequence (Q13526 whole entry, looked up): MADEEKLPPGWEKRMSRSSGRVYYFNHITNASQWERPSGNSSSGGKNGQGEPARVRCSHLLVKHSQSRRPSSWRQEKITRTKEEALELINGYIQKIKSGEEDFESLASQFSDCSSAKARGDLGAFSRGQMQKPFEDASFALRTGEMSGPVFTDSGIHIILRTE
HP1b binding inh = HTS for Inhibitors of HP1-beta Chromodomain Interactions with Methylated Histone Tails. Chromobox protein homolog 1 (Homo sapiens), P83916. AlphaScreen HP1-beta / biotin-H3K9me3 peptide binding. Potency, µM (doses to about 114 µM), without a hit: at the top dose activity change, negative = inhibition, actives largely listed as inhibitors. 390,000 tested, 0.56% active. AID 540317, 2011; also: nearly all actives have a fitted effect of over 70% in size; inactives centre near 23
Target sequence (P83916 whole entry, looked up): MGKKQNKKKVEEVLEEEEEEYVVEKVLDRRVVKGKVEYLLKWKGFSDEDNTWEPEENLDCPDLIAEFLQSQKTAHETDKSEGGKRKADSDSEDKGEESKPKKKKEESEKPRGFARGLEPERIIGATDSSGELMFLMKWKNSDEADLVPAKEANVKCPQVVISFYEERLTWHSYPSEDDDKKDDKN
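AlphaScreen: HP1-beta (50 nM) preformed 30 min with biotin-H3(1-18)K9me3 peptide (50 nM) in PBS pH 7.4, 0.01% Tween-20. Compound added for 30 min at RT, then streptavidin donor/nickel chelate acceptor beads (10 ug/mL) for 30 min.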
12-LOX inh = Primary qHTS assay for inhibitors of human arachidonate 12S-lipoxygenase (ALOX12): Round 2; purified 12hLO, xylenol orange hydroperoxide absorbance; Potency, µM (doses to about 108 µM), for the others: at the top dose activity change, negative = inhibition, hits mostly inhibitors; 580,000 tested, 1.1% active; AID 1671190, 2021; also: % is scaled to controls: 0 for no effect and ±100 for the full control effect
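Purified human 12hLO (150 nM final) in 25 mM Hepes, 0.01% Triton X-100, pH 7.0 was preincubated 15 min at room temperature with compound. Then 40 uM arachidonic acid was added, 30 min. Hydroperoxide was read by Fe-XO absorbance ratio 573/405 nm.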
JMJD2A Tudor = qHTS Assay for Inhibitors of JMJD2A-Tudor Domain; Potency, µM (series often up to 114 µM), inactives show top-dose activity change, negative = inhibition, usual class: inhibitors; Lysine-specific demethylase 4A (Homo sapiens), O75164; AID 504339, 2011; AlphaScreen JMJD2A-Tudor / H3K4me3 peptide binding; 390,000 tested, 4.4% active; also: % is scaled to controls: 0 for no effect and ±100 for the full control effect; nearly all actives have a fitted effect of over 50% in size
PGK inhibitor = qHTS Assay to Find Inhibitors of Phosphoglycerate Kinase; AID 602233, 2012; PGK/GAPDH coupled, Kinase-Glo luminescence, 60 min; Phosphoglycerate kinase, glycosomal (Trypanosoma brucei brucei), P07378; Potency, µM (doses to about 57.5 µM), inactives show top-dose activity change, negative = inhibition, usual class: inhibitors; 380,000 tested, 0.043% active; also: % is scaled to controls: 0 for no effect and ±100 for the full control effect; nearly all actives have a fitted effect of over 60% in size
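Luminescent ATP detection (Kinase-Glo Plus) follows a 60-minute room-temperature incubation, with wells lacking PGK as controls. Buffer: 100 mM TEA (pH 7.6), 5 mM MgCl2, 0.01% Tween-20. Coupling enzyme GAPDH (100 nM final) supplies unstable 1,3-BPG in-well.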
RGS4 inhibitor = Inhibitors of Regulator of G Protein Signaling (RGS) 4: qHTS; Regulator of G-protein signaling 4 (Homo sapiens), P49798; Transcreener GDP fluorescence polarization, RGS4-accelerated GTP hydrolysis; Potency, µM (titrated, usually from 114 µM), without a hit: top-dose activity change, negative = inhibition, most hits filed as inhibitors; 390,000 tested, 0.039% active; AID 504845, 2011; also: % is scaled to controls: 0 for no effect and ±100 for the full control effect; nearly all actives have a fitted effect of over 75% in size; some results filed as inactive show a strong effect at the top dose
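MLSMR compounds (23 nl, pin-transferred) preincubated 10 min at room temperature with a 500nM (2x) first reagent, then RGS4 at 900nM (2x) plus Transcreener GDP mix added; fluorescence polarization (620/688 nm) read before and after 90 min at 30 °C.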
ERG-DNA inh = qHTS for Small Molecule Inhibitors of the ERG Ets/DNA interaction | 370,000 tested, 0.028% active | Transcriptional regulator ERG (Homo sapiens), P11308 | Potency, µM (highest dose often 76.9 µM), inactives show at the top dose FP activity, negative = inhibition, most hits filed as inhibitors | fluorescence polarization, His-ERG Ets domain / labelled DNA | AID 624246, 2012; active = well fitted inhibition curve with a large enough effect in the polarisation, with a control signal flat; inconclusive = small, poorly fitted or top-dose-only effect, or effect the other way, or a change in a side signal; inactive = no such curve, though single readings can be large or run the other way; the % refers to the polarisation;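 also: polarization taken with two DNA probes labelled with fluorescein and Texas red; % of control where 0% means no effect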
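His-tagged ERG Ets domain (1 uM in the protein solution; 300mM KCl, 50mM Tris-HCl, 1mM EDTA, 1mM DTT, pH 7.5) received compound, then a probe mix of 5 nM fluorescein-DNA and 100nM Texas-615-DNA. Fluorescence polarization was read for both dyes.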
The depositor's hits bear a star; i = inactive; ? = inconclusive; & = joins results of further samples; [ ] = another dose, or the depositor's remark. Unless noted, calls follow the shape of the dose curve; as a rule, active = well fitted curve in the direction sought with a large enough effect; inconclusive = small, poorly fitted or top-dose-only effect, or another doubt; inactive = no such curve, though single readings can be large; an effect the other way counts as inactive or inconclusive. Potency is read from the fitted curve at half-maximal effect. A portion of the library, so the mix of outcomes need not match the whole.

Order of results: RGS4 inhibitor	Pin1 inh	TrxR1 inh	12-LOX inh	GLS inh	JMJD2A Tudor	ERG-DNA inh	HP1b binding inh	PGK inhibitor
1	CCOc1ccc(Br)cc1S(=O)(=O)Nc1ccc(S(=O)(=O)Nc2cc(C)on2)cc1
 : -8%	-16%	16%	-28%	5%	-18%	2%	7%	-9%
2	COC(=O)C(Cc1ccccc1)NS(=O)(=O)c1ccc(F)cc1Br (stereo unspecified)
 : -10%&-2%&19%	-1%&1%&5%	7%&10%&6%	-8%	4%	1%&46%&-13%	-6%	36%&71%&26%	2%
3	CCOC(=O)c1csc(N/N=C2\CCc3ccccc32)n1
 : -40%	3%	10%	?	-4%	?	17%	2%	-3%
4	CN(C)Cc1c(C(=O)N/N=C/c2ccc(OCc3c(F)cccc3Cl)cc2)nnn1-c1nonc1N
 : 3%	-1%	24%	11%	-5%	-23%	7%	7%	-1%
5	CCCc1cc(=O)n2[nH]c(-c3ccc(Cl)cc3)cc2n1
 : -5%	4%	1%	-2%	1%	-5%	8%	27%	2%
6	O=S(=O)(NCCC1=CCCCC1)c1cccc(Br)c1
 : -21%	2%	10%	-29%	-2%	166%[activator]	1%	319%[activator]	i
7	CCOC(=O)c1[nH]c2ccccc2c1CCCN1C(=O)c2ccccc2C1=O
 : 26%	?	-6%	0%	4%	-18%	4%	3%	-9%
8	O=C(NCc1ccccc1Cl)NC(=O)c1ccccc1
 : 0%[11.4 µM]	-6%	7%	-15%	0%	10%	6%	39%	2%
9	Cc1ccc(C(=O)Nc2ccccc2)cc1S(=O)(=O)N1CCN(C)CC1
 : 19%	1%	12%	9%	-1%	2%	-10%	13%	5%
10	Cc1cc(C)nc(NC(=S)Nc2cccc(Cl)c2Cl)c1
 : 1%	4%	17%	-29%	-13%	-14%	9%	78%[activator]	0%
11	Cc1noc(C)c1C(=O)Nc1cccc(S(=O)(=O)N2CCOCC2)c1
 : 16%	24%	15%	182%[activator]	-6%	-10%	13%	33%	i
12	Cc1ccc(NC(=O)c2ccccc2F)nc1
 : 27%	-16%	31%[activator]	0%	4%	-32%	10%	32%[activator]	-14%
13	O=C(NC1CCN(Cc2ccccc2Cl)CC1)c1ccccc1
 : 14%	-2%	23%	1%	9%	-3%	-2%	16%	5%
14	CCCCOc1ccc(C2C(C(=O)Nc3ccccc3OC)=C(C)Nc3nnnn32)cc1OC (stereo unspecified)
 : -13%	?	26%	-37%	3%	-3%	0%	47%[activator]	2%
15	N#C/C(=C\c1ccc(Cl)cc1)c1nc(-c2ccco2)cs1
 : -15%	?	-13%	?	0%	-14%	9%	10%	i
16	COn1c(=S)[nH]c2ccccc2c1=O
 : 0%	-2%	?	?	-8%	89µM*	-7%	12%	-8%
17	CCOc1ccc(NC(=O)N2CCC(N3CCCCC3)CC2)cc1
 : 6%	-6%	0%	-13%	18%	-10%	-2%	44%	-1%
18	Cc1ccc2c(CSc3nnnn3C)cc(=O)oc2c1
 : -1%	0%	16%[57.1 µM]	-1%	0%	-4%	-8%	42%[activator]	-1%
19	CCCCCn1ccc(=N)cc1
 : 8%	5%	9%[57.1 µM]	8%	4%	0%	-15%	2%	4%
20	CC(Oc1ccc(Cl)cc1Cl)c1ccnc(N)n1 (stereo unspecified)
 : 35%	0%	15%[57.1 µM]	-4%	1%	-11%	-5%	6%	-1%
21	Cc1ccc(Cn2ccc(NC(=O)c3noc4c3CCc3ccccc3-4)n2)cc1
 : -8%	3%	0%[57.1 µM]	0%	6%	-2%	-7%	16%	-6%
22	C=CCn1c(=O)c2ccccc2n2c(=S)[nH]nc12
 : -17%	3%	?	?	7%	7.9µM*	-12%	-19%	-7%
23	COc1cc(C)ccc1OCCSc1nc2ccc(NC(=O)c3ccc4c(c3)OCO4)cc2s1
 : 20%	6%	26%	-11%	-8%	-11%	1%	34%[activator]	i
24	COC(=O)CSc1ccc2nnc(-c3ccc(F)cc3)n2n1
 : 23%	11%	25%	?	1%	7%	-1%	23%	-1%
25	CCOC(=O)c1c(NC(=O)c2nc(SCC)ncc2Cl)sc(C(C)=O)c1C
 : 13%	-6%	22%	-22%	3%	-8%	-3%	18%	5%
26	NC(=O)COC(=O)c1ccc2c(c1)S(=O)(=O)N=C1CCCCCN12
 : -11%	4%	5%	-12%	-5%	-1%	-11%	38%	i
27	Cn1nc(C(=O)OCc2ccccc2F)c2ccccc2c1=O
 : -15%	-2%	24%[57.1 µM]	7%	20%	7%	-8%	57%[activator]	2%
28	O=C(COC(=O)c1ccc([N+](=O)[O-])o1)NC1CCCC1
 : -15%	-7%	?	-23%	2%	-11%	5%	15%	i
29	CCOC(=O)C1(Cc2ccc(OC)cc2)CCN(C(=O)CCn2ccc(C)n2)CC1
 : -46%	-5%	-5%[57.1 µM]	2%	-11%	-1%	-5%	27%	-17%
30	COc1cc(CNCc2cccs2)cc(Br)c1OC
 : -28%	0%	21%	-4%	-3%	-1%	2%	72%[activator]	0%
31	COc1ccc(C(=O)N2CCC(C(=O)Nc3ccccc3OC)CC2)cc1
 : -23%	-3%	15%	0%	2%	-18%	-4%	9%	i
32	CC(=O)C(N=Nc1ccccc1)(Sc1nnc(-c2ccccc2)n1-c1ccccc1)C(=O)Nc1ccccc1 (stereo unspecified)
 : 2%	7%	-3%	-4%	-2%	-17%	-2%	4%	7%
33	COc1cc(CN(C(=S)NCC(=O)N2CCCC2)C2CCCC2)cc(OC)c1OC
 : -2%	1%	9%[57.1 µM]	0%	-6%	-19%	2%	15%	-1%
34	CCOc1ccc(S(=O)(=O)Nc2ccccc2C(=O)N(C)C2CCN(C)CC2)cc1
 : -11%	4%	40%[activator]	3%	1%	-9%	8%	53%[activator]	i
35	CCOC(=O)N1CCN(C(=O)c2cc(COc3c(F)cccc3F)on2)CC1
 : -22%	-10%	-1%	6%	0%	-10%	24%	30%	i
36	COCCCNC(=O)Cc1ccccc1OC
 : 18%	-1%	1%	-12%	18%	-1%	-3%	24%	5%
37	CCOC(=O)c1[nH]c2cc(OC)c(OC)cc2c1NC(=O)c1nonc1C
 : -8%	-5%	-7%	0%	1%	-10%	-2%	18%	-2%
38	COC(=O)c1ccc(NC(=O)CSc2nnc(-c3cccnc3)o2)cc1
 : -6%	2%	19%	-2%	3%	-1%	0%	26%	3%
39	COc1ccc(NS(=O)(=O)c2cccc(NC(=O)COc3ccccc3[N+](=O)[O-])c2)cc1
 : 0%	-2%	4%[57.1 µM]	-22%	-11%	-6%	-17%	16%	8%
40	COCCn1c(-c2ccc(Cl)cc2)cnc1SCC(=O)NCCc1ccc(OC)c(OC)c1
 : 0%	-6%	15%[57.1 µM]	-5%	-2%	-19%	5%	-13%	2%
41	C=CCn1c(SCC(=O)c2ccc(Br)cc2)nnc1C(CC(C)C)NC(=O)c1cccs1 (stereo unspecified)
 : -35%	9%	-11%	-9%	-4%	-28%	-16%	28%	-10%
42	O=c1cc(CSc2nnnn2-c2ccc(O)cc2)nc2sccn12
 : -8%	14%	3%[57.1 µM]	-13%	-8%	-14%	5%	-9%	-7%
43	CCOP(=O)(OCC)C(NC(=O)c1ccc(OC)cc1)c1ccccc1 (stereo unspecified)
 : 1%	0%	14%	0%	-12%	-7%	17%	45%[activator]	-9%
44	CC1(C)O[C@@H]2[C@H](O1)[C@@H](COS(=O)(=O)O)O[C@H]2n1cc(Br)c(=O)[nH]c1=O
 : -5%	-16%	9%	-17%	-5%	-9%	7%	93%[activator]	-2%
45	CCc1ccc(NC(=O)C(=O)NCCN2CCN(S(C)(=O)=O)CC2)cc1
 : -7%	8%	22%	-2%	-1%	-1%	4%	44%[activator]	-6%
46	COc1ccc(-c2nnc(SCC(=O)c3[nH]c(C)c(C(C)=O)c3C)o2)cc1
 : -8%	4%	-5%	0%	4%	1%	0%	38%	2%
47	Cc1ccc(CNC(=O)CCCn2c(=O)c3ccccc3n(CC(=O)Nc3ccc(C)c(C)c3)c2=O)cc1
 : -22%	-2%	7%	?	1%	-2%	-12%	35%	-9%
48	CC1CCCC(C)N1CCCNC(=O)Cn1ncc2c([nH]c3ccccc32)c1=O (stereo unspecified)
 : 17%[11.4 µM]	-4%	20%	-2%	-2%	-21%	-9%	14%	-4%
49	O=C(COc1ccc(Cl)cc1)NCc1n[nH]c(=O)c2ccccc12
 : 5%	1%	16%[11.4 µM]	-12%	0%	-18%	11%	17%	i
50	CCc1ccc(/C=N/NC(=O)c2nnn(-c3nonc3N)c2CN2CCc3ccccc32)cc1
 : -14%	2%	18%	3%	0%	?	7%	0%	-8%
